High-throughput results: PubChem BioAssay, The Scripps Research Institute Molecular Screening Center
MITF primary – human MITF inhibition, primary screen; AlphaScreen MITF homodimerization, bead proximity signal; inhibition, % at 2.6 µM; 650,000 compounds, 0.91% hits; AID 1259374; in the data active = inhibition above about 50%;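 note: 0% = vehicle wells with protein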
Target sequence (O75030 whole entry, looked up): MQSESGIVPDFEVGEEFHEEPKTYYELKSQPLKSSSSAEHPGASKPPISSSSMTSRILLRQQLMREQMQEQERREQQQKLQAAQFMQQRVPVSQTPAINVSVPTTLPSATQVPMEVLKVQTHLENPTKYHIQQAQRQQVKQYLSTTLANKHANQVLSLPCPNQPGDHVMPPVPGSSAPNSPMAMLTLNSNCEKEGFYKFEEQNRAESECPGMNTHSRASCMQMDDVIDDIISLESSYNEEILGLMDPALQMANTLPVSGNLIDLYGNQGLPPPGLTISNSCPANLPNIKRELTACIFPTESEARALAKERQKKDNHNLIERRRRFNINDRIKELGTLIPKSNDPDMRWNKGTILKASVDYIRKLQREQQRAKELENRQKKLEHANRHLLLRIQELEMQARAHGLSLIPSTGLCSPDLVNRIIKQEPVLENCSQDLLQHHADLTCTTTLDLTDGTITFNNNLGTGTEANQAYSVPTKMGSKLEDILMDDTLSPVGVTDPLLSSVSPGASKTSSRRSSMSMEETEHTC
TEAD-YAP block – TEAD-YAP interaction inhibition; HEK-TIYL cells, TEAD-Gal4/YAP UAS-luciferase luminescence; inhibition, % at 9.12 µM; 640,000 compounds, 1.4% hits; in the data active = inhibition above about 32%;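 note: 0% = median of test compound wells and 100% = reference inhibitor wells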
FBW7 activator – activators of human E3 ligase FBW7; AlphaScreen FBW7–phospho-cyclin E peptide binding, activator screen; normalized activity (activation), % at 26.1 µM; 650,000 compounds, 0.13% hits; in the data active = normalized activity above about 1.9%;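 note: purified mutant Fbw7 with reduced substrate affinity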
GPR151 activ – human GPR151 activation | AID 1508602 | 650,000 compounds, 1% hits | Q8TDV0 | PathHunter beta-arrestin GPR151 cells, luminescence | activation, % at 11.2 µM; in the data active = activation above about 4.9%;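 note: 0% = median of compound wells and 100% = cells with positive control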
Target sequence (Q8TDV0 whole entry, looked up): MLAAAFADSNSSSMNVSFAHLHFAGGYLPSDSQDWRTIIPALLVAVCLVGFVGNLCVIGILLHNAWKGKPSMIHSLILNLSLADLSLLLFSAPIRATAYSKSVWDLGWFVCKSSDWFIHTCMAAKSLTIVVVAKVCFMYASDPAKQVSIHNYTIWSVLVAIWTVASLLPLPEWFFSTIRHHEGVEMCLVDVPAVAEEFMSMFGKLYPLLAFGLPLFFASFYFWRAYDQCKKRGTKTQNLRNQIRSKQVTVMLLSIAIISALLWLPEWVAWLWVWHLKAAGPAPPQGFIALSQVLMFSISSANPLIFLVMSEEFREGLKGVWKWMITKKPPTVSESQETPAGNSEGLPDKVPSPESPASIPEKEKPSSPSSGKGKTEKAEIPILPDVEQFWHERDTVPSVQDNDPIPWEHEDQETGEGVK
Active calls of the source: *. The order is random, and some 3.5% of all compounds hit somewhere here.

N[C@H]1CC[C@@H](C(=O)Nc2cccc3cnccc23)C1 was read as MITF primary 7, TEAD-YAP block -4, FBW7 activator 0.0 and GPR151 activ -1.2.
Cc1ncc(-c2ccncc2)c(C2CCN(C(=O)c3cnsc3)CC2)n1 was read as MITF primary 3, TEAD-YAP block -4, FBW7 activator -0.2 and GPR151 activ -1.4.
For CCNC(=O)N1CCC(C(=O)NC(c2cccs2)c2ncccc2C)CC1 (stereo not given) the results were MITF primary -6, TEAD-YAP block -5, FBW7 activator 0.7 and GPR151 activ -0.6.
Screening Cc1cc(C(=O)Nc2ccc(Cl)cc2)c(C)o1 returned MITF primary 7, TEAD-YAP block -68, FBW7 activator 0.1 and GPR151 activ -2.8.
`COCCn1c(=NC(=O)c2ccccc2[N+](=O)[O-])sc2cc(NC(C)=O)ccc21` gave MITF primary -14, TEAD-YAP block 6, FBW7 activator -0.1 and GPR151 activ 0.3.
For COc1cc(C(=O)Oc2cccc(C(=S)N3CCCCC3)c2)cc(OC)c1OC the results were MITF primary 1, TEAD-YAP block -6, FBW7 activator -0.8 and GPR151 activ 0.5.
NC(=O)CSc1nnc(-c2ccccc2)n1N was read as MITF primary -6, TEAD-YAP block -12, FBW7 activator 0.0 and GPR151 activ 1.8.
O=C(NCCN1Cc2ccccc2OC(c2ccccc2)C1)c1cc2ncccn2n1 (stereo not given) was read as MITF primary 9, TEAD-YAP block 6, FBW7 activator 0.8 and GPR151 activ -0.5.
Screening Cc1cc(NS(=O)(=O)c2ccc(NC(=O)COc3ccc(C#N)cc3)cc2)nc(C)n1 returned MITF primary 6, TEAD-YAP block -1, FBW7 activator 0.0 and GPR151 activ 2.0.
Cc1cccc(CN2CCN(Cc3c(C(=O)N4CCCC4)nc4sccn34)CC2)c1 was read as MITF primary -7, TEAD-YAP block -9, FBW7 activator -0.1 and GPR151 activ 0.7.
Screening COc1ccc(C)cc1S(=O)(=O)Nc1ccncc1 returned MITF primary 8, TEAD-YAP block 6, FBW7 activator 0.6 and GPR151 activ -1.5.
Screening COC(=O)C1CCN(C(=O)CC2C(=O)NCCN2Cc2ccc(OC)c(OC)c2)CC1 (stereo not given) returned MITF primary 3, TEAD-YAP block 0, FBW7 activator 0.0 and GPR151 activ 1.3.
O=C(N1CCCCC1)N1CCN(S(=O)(=O)N2CCOCC2)CC1 was read as MITF primary -8, TEAD-YAP block -4, FBW7 activator -0.3 and GPR151 activ 0.7.
COc1ccc(CCN(Cc2cccnc2)C(=S)Nc2ccc(C)c(Cl)c2)cc1OC was read as MITF primary 4, TEAD-YAP block -8, FBW7 activator -0.1 and GPR151 activ 0.9.
`CC(=O)C1=NN(c2ccccc2)C(c2cccc(OCc3ccc(Cl)cc3)c2)N1C(C)(C)C` (stereo not given) gave MITF primary -25, TEAD-YAP block 0, FBW7 activator 1.0 and GPR151 activ 0.7.
COCCn1c(SCC(=O)Nc2cccc(F)c2)nc2c(c1=O)SC(C)C2 (stereo not given) was read as MITF primary -8, TEAD-YAP block -12, FBW7 activator -0.2 and GPR151 activ 2.7.
CC(C)Nc1nc(NC(C)C)nc(Nn2cnnc2)n1 was read as MITF primary -9, TEAD-YAP block 2, FBW7 activator 0.1 and GPR151 activ 0.5.
Screening COc1ccccc1N1CCN(S(=O)(=O)c2ccc(F)c(C(=O)Nc3ccc(C)c(F)c3)c2)CC1 returned MITF primary 9, TEAD-YAP block 3, FBW7 activator 0.1 and GPR151 activ -0.5.
`Cc1cccc(-c2nnc3sc(NC(=O)c4ccccc4F)nn23)c1` gave MITF primary 8, TEAD-YAP block 0, FBW7 activator -0.2 and GPR151 activ 2.4.
For CNC(=O)c1c(NC(=O)C2COc3ccccc3O2)sc2c1CCCC2 (stereo not given) the results were MITF primary 16, TEAD-YAP block -8, FBW7 activator 0.6 and GPR151 activ 2.1.
`O=C(Nc1ccc(C(=O)O)cc1)/C(=C\C=C\c1ccccc1)NC(=O)c1ccccc1` gave MITF primary -5, TEAD-YAP block -2, FBW7 activator 0.6 and GPR151 activ 0.6.
Screening CCOc1cc(C(=O)NC(=S)Nn2cnnc2)cc(OCC)c1OCC returned MITF primary 5, TEAD-YAP block 5, FBW7 activator -0.1 and GPR151 activ 0.1.
Cc1nc(C)n(CC(=O)N2CCc3c([nH]c4ccccc34)C2C2CCCCC2)n1 (stereo not given) was read as MITF primary 35, TEAD-YAP block -7, FBW7 activator 0.1 and GPR151 activ -1.8.
Screening CCCCc1ccc(NS(=O)(=O)c2ccc3c4c(cccc24)C(=O)N3)cc1 returned MITF primary -8, TEAD-YAP block 2, FBW7 activator 0.0 and GPR151 activ -1.2.

The last 3 entries of the part above lead into the next.
Screening CCOc1cc(C(=O)NC(=S)Nn2cnnc2)cc(OCC)c1OCC returned MITF primary 5, TEAD-YAP block 5, FBW7 activator -0.1 and GPR151 activ 0.1.
Cc1nc(C)n(CC(=O)N2CCc3c([nH]c4ccccc34)C2C2CCCCC2)n1 (stereo not given) was read as MITF primary 35, TEAD-YAP block -7, FBW7 activator 0.1 and GPR151 activ -1.8.
Screening CCCCc1ccc(NS(=O)(=O)c2ccc3c4c(cccc24)C(=O)N3)cc1 returned MITF primary -8, TEAD-YAP block 2, FBW7 activator 0.0 and GPR151 activ -1.2.
`COc1ccc(C2C3=C(COC3=O)Nc3c2c(=O)n(C)c(=O)n3C)cc1` (stereo not given) gave MITF primary 1, TEAD-YAP block -3, FBW7 activator -0.1 and GPR151 activ -0.9.
`CCN(CC)c1ccc(C2C(C#N)=C(N)N(c3cccc(C)c3)C3=C2C(=O)CCC3)cc1` (stereo not given) gave MITF primary 30, TEAD-YAP block -16, FBW7 activator 0.2 and GPR151 activ 1.7.
Screening COc1cc(C(=O)OC(C)CN2C(C)CCCC2C)cc(OC)c1OC (stereo not given) returned MITF primary -3, TEAD-YAP block 2, FBW7 activator 0.2 and GPR151 activ 0.3.
CCNC(=O)/C(C#N)=C/c1c(Oc2ccc(C(C)(C)C)cc2)nc2c(C)cccn2c1=O was read as MITF primary 6, TEAD-YAP block 1, FBW7 activator 0.2 and GPR151 activ 0.5.
COc1ccc(C(=O)NC2=NCCS2)cc1OC was read as MITF primary -8, TEAD-YAP block -22, FBW7 activator -0.1 and GPR151 activ -3.4.
For O=C(NC(c1ccc2c(c1)OCO2)c1ccccn1)C1CCN(C(=O)c2ccccc2)CC1 (stereo not given) the results were MITF primary -6, TEAD-YAP block -6, FBW7 activator 0.0 and GPR151 activ -0.6.
Screening COc1ccc(-c2cc(C(F)(F)F)n3nc(C(=O)Nc4sc5c(c4C(=O)OC(C)C)CCC(C)C5)cc3n2)cc1 (stereo not given) returned MITF primary -2, TEAD-YAP block -3, FBW7 activator -0.1 and GPR151 activ 0.5.
Screening CSc1ccccc1C(=O)Nc1ccc(S(=O)(=O)Nc2ccccc2)cc1 returned MITF primary 13, TEAD-YAP block 13, FBW7 activator 0.2 and GPR151 activ -0.5.
Screening COc1cccc2sc(NC(=O)c3cccc(Br)c3)nc12 returned MITF primary -10, TEAD-YAP block -2, FBW7 activator -0.1 and GPR151 activ -2.5.
`CC(C)c1csc(CN2CCCC(CNC(=O)c3n[nH]c4ccccc34)C2)n1` (stereo not given) gave MITF primary -3, TEAD-YAP block 12, FBW7 activator 0.0 and GPR151 activ -0.2.
For CN(CC(=O)N(C1CCCCC1)C1CCS(=O)(=O)C1)Cc1nc2ccccc2c(=O)[nH]1 (stereo not given) the results were MITF primary 10, TEAD-YAP block 11, FBW7 activator -0.1 and GPR151 activ -0.8.
For CN1CCN(C(=O)c2ccc(-c3cncc(C(=O)Nc4ccc(N5CCOCC5)cc4)c3)cc2)CC1 the results were MITF primary -3, TEAD-YAP block -6, FBW7 activator 0.0 and GPR151 activ 0.2.
`Cc1nc2c(C)cccn2c1C(=O)N1CCOCC1` gave MITF primary 11, TEAD-YAP block 5, FBW7 activator -0.4 and GPR151 activ 0.3.
`COc1ccc(C)cc1NC(=O)CCSCCC(=O)Nc1cc(C)ccc1OC` gave MITF primary 1, TEAD-YAP block 33*, FBW7 activator -0.3 and GPR151 activ 1.0.
Nc1nc(NCCO)cc(N2CCCC2CO)n1 (stereo not given) was read as MITF primary -2, TEAD-YAP block -4, FBW7 activator -0.2 and GPR151 activ -1.8.
For COc1ccc(-c2nc3ccc(C(=O)N4CCN(c5cccc(C)c5)C(C)C4)cc3nc2-c2ccc(OC)c(OC)c2)cc1OC (stereo not given) the results were MITF primary -17, TEAD-YAP block -12, FBW7 activator 0.0 and GPR151 activ 0.9.
C/C(=N\Nc1ccc(Cl)c(C(=O)O)c1)c1ccc(N2CCOCC2)cc1 was read as MITF primary 8, TEAD-YAP block -65, FBW7 activator 0.1 and GPR151 activ 0.7.
COc1ccc(S(=O)(=O)Nc2c(C)ccc3nsnc23)cc1OC was read as MITF primary 26, TEAD-YAP block -5, FBW7 activator 0.8 and GPR151 activ -0.8.
Cc1cc(C)n2nc(C(=O)Nc3ccc4c(c3)OCO4)nc2n1 was read as MITF primary 10, TEAD-YAP block -7, FBW7 activator 0.1 and GPR151 activ -0.2.
Cc1c(Br)cc(NCC(=O)N/N=C\c2ccco2)cc1Br was read as MITF primary -3, TEAD-YAP block -6, FBW7 activator 0.0 and GPR151 activ -0.3.
CCCCN(C)C(=O)c1cn(CC)c2ccc(S(=O)(=O)N(C)C)cc2c1=O was read as MITF primary 43, TEAD-YAP block -19, FBW7 activator -0.2 and GPR151 activ -1.0.
Screening Cc1ccc(C)n1CCN1CCN(S(=O)(=O)c2ccccc2)CC1 returned MITF primary -34, TEAD-YAP block 5, FBW7 activator -0.4 and GPR151 activ 5.1*.
`O=[N+]([O-])c1cc(-c2ccc(/C=N\n3cnnc3)o2)cc([N+](=O)[O-])c1` gave MITF primary 1, TEAD-YAP block -1, FBW7 activator -0.3 and GPR151 activ 0.6.
Screening O=C(CSc1nnc(-c2cccc(F)c2)n1-c1ccccc1)NC(c1ccccc1)c1ccccc1 returned MITF primary 15, TEAD-YAP block 8, FBW7 activator -0.1 and GPR151 activ -0.8.
`CC(C)(C)NC(=O)C(c1cccs1)N(C(=O)c1csnn1)c1cccc(F)c1` (stereo not given) gave MITF primary 10, TEAD-YAP block -3, FBW7 activator 0.0 and GPR151 activ 1.3.
O=C(NCCN1CCOCC1)c1cccc(NCCN2CCOCC2)n1 was read as MITF primary 3, TEAD-YAP block 5, FBW7 activator -0.1 and GPR151 activ 0.8.
For Cc1cc(C)cc(N(C(=O)c2ccccc2Br)C2C=CS(=O)(=O)C2)c1 (stereo not given) the results were MITF primary 11, TEAD-YAP block 15, FBW7 activator 0.5 and GPR151 activ 0.0.
Screening Cc1ccc(CNC(=O)c2cccn3c(=O)c4ccccc4nc23)cc1 returned MITF primary 7, TEAD-YAP block -11, FBW7 activator 0.3 and GPR151 activ 0.3.
Screening CCCCCCCCCCCCCCCC(=O)NC(CO)CO returned MITF primary 9 and GPR151 activ -0.6.
COc1cc([N+](=O)[O-])ccc1NC(=O)c1oc(=O)c2ccccc2c1-c1ccccc1 was read as MITF primary 13, TEAD-YAP block -2, FBW7 activator -0.1 and GPR151 activ 0.2.
Cc1ccc(-c2ccc(=O)n(CC(=O)NCC3CCCO3)n2)cc1 (stereo not given) was read as MITF primary 2, TEAD-YAP block -1, FBW7 activator -0.1 and GPR151 activ 0.6.
For COc1ccc(C(=O)Cn2cnc3c(cnn3-c3ccccc3Cl)c2=O)cc1 the results were MITF primary 14, TEAD-YAP block 15, FBW7 activator 0.1 and GPR151 activ 0.8.
CCCOc1ccc(Cc2c(Cl)nc(SC)nc2N(CC)CC)cc1 was read as MITF primary 16, TEAD-YAP block 4, FBW7 activator 0.2 and GPR151 activ -0.7.
CSc1ccccc1-c1nnc(NC(=O)c2ccc3c(c2)CCCC3)o1 was read as MITF primary -1, TEAD-YAP block 0, FBW7 activator 0.4 and GPR151 activ 0.0.
For COc1ccc(-c2nc3ccccc3c(=O)n2NC(=O)c2ccccc2C)cc1OC the results were MITF primary 12, TEAD-YAP block -5, FBW7 activator 1.0 and GPR151 activ 0.4.
`O=C(NC1=NCCCCC1)c1ccccc1` gave MITF primary -2, TEAD-YAP block 8, FBW7 activator -0.2 and GPR151 activ -0.3.

Of the compounds above, 3 have a nitro group on carbon:
`COCCn1c(=NC(=O)c2ccccc2[N+](=O)[O-])sc2cc(NC(C)=O)ccc21` gave MITF primary -14, TEAD-YAP block 6, FBW7 activator -0.1 and GPR151 activ 0.3.
`O=[N+]([O-])c1cc(-c2ccc(/C=N\n3cnnc3)o2)cc([N+](=O)[O-])c1` gave MITF primary 1, TEAD-YAP block -1, FBW7 activator -0.3 and GPR151 activ 0.6.
COc1cc([N+](=O)[O-])ccc1NC(=O)c1oc(=O)c2ccccc2c1-c1ccccc1 was read as MITF primary 13, TEAD-YAP block -2, FBW7 activator -0.1 and GPR151 activ 0.2.

Remaining list, next part
O=c1c2ccccc2nc(SCc2ccc(F)cc2Cl)n1CC1COc2ccccc2O1 (stereo not given) was read as MITF primary 4, TEAD-YAP block -7, FBW7 activator -0.1 and GPR151 activ 0.1.
Screening CC(=O)c1ccc(OCCOc2ccc(C(C)=O)cc2)cc1 returned MITF primary 1, TEAD-YAP block -4, FBW7 activator 0.4 and GPR151 activ -0.6.
For O=C(Nc1ccc(O)c(-c2nc3ccccc3s2)c1)c1cccc(N2C(=O)CCC2=O)c1 the results were MITF primary -3, TEAD-YAP block -1, FBW7 activator 0.7 and GPR151 activ 0.6.
For O=C(CSc1nnnn1-c1ccc2c(c1)OCCO2)Nc1ccc2c(c1)OCCO2 the results were MITF primary 5, TEAD-YAP block -3, FBW7 activator 0.0 and GPR151 activ 0.1.
